SUMO1 PPI mod: modulators of human SUMO1-mediated protein-protein interactions | P63165 | SUMO1 binding to a labelled peptide, TR-FRET, 1 h | inhibition, % at 20 µM | 360,000 tested, 0.33% active; in the data active = inhibition above about 37%
Target sequence (P63165 whole entry, looked up): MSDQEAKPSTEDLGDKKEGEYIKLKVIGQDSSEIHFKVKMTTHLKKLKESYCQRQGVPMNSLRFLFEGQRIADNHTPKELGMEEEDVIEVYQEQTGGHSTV
SKN-1 inh: C. elegans SKN-1 inhibition. C. elegans VP596 Pgst-4::GFP/RFP ratio, acrylamide-induced, 24 h. inhibition, % at 21.8 µM. 360,000 tested, 0.49% active. AID 624304;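 active = interference check ratio from 0.5 to 1.5 plus GFP to RFP signal ratio inhibition reaching or exceeding a fixed threshold, cut at about 30% in these data, passing the limit was not always enough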; note: some compounds called inactive have numbers as strong as hits
Scp1 inh: blocks human Scp-1 phosphatase activity; Q9GZU7; AID 493091; Recombinant Scp1, phosphopeptide, malachite green phosphate absorbance; 340,000 tested, 0.88% active; inhibition, % at 20 µM;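 active = inhibition above about 50% at 20 µM, limit read from the data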;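 note: plate controls were DMSO wells with enzyme for no effect and wells lacking enzyme for full effect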
Target sequence (Q9GZU7 76-261 limits assumed): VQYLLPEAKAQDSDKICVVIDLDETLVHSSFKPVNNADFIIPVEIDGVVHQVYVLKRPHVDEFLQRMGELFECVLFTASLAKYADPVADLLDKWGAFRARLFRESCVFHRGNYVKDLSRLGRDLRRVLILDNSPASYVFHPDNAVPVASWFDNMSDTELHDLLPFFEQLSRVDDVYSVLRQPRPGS
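Test system: SCP-1 phosphatase catalytic domain, residues 76-261 | Compound dosing: One concentration, 20 µM, with 1.0% DMSO | Schedule: 45 min room-temperature reaction, 5 min colour, 30 min stabiliser | Detection: Absorbance at 630 nm | Read-out basis: % inhibition of SCP-1 phosphate liberation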
CendR NRP1 mod: NRP-1/CendR interaction modulation | 360,000 tested, 0.85% active | inhibition, % at 25 µM | O14786 | FAM-RPARPAR peptide binding to NRP-1, fluorescence polarization | AID 602438;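 active = inhibition or corrected inhibition above about 18%, plus a signal ratio from 0.5 to 1.5, limit read from the data, passing the limit was not always enough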; note: strong numbers were not always called active
DNMT1 inh: DNMT1 (human) enzyme inhibition; DNMT1 molecular beacon, Hinp1I cleavage, fluorescence; AID 588458; 360,000 tested, 0.83% active; inhibition (reported as % activation of signal), % at 10 µM; in the data active = inhibition above about 50%
TbMetRS inhib: Trypanosoma brucei MetRS inhibition; purified T. brucei MetRS, ATP depletion, Kinase-Glo luminescence; 360,000 tested, 0.4% active; inhibition, % at 11.9 µM;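 active = inhibition above a per-plate cutoff of the control wells' mean inhibition plus 3 SD, cut at about 5.5% in these data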;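 note: 0% = DMSO wells median and 100% = median of wells with control inhibitor compound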
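Test system – parasite MetRS enzyme · Reagent – substrates ATP, L-methionine and bulk Escherichia coli tRNA · Doses – 11.9 µM compound single dose, 0.9% DMSO · Times – 15 min enzyme-compound preincubation, 2 h reaction, 10 min detection, 25 °C · Signal – Kinase-Glo luminescence, ATP depletion format · Controls – DMSO-only wells as low control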
Neddyl block: inhibitors of human cullin neddylation. AID 651699. 360,000 tested, 0.58% active. TR-FRET cullin neddylation, biochemical. P61081+Q13564. calls only at 25 µM; in the data active = inhibition above about 36%
NadD inh: inhibitors of Staphylococcus aureus NadD. purified NadD enzyme, colorimetric absorbance read-out. inhibition, % at 20 µM. 360,000 tested, 0.78% active. AID 602399; in the data active = inhibition above about 26%; note: some compounds past the cut are filed as inactive
LMPTP block: LMPTP (human) inhibition. recombinant LMPTP-A, OMFP fluorogenic substrate, fluorescence intensity. inhibition, % at 20 µM. AID 651560. 360,000 tested, 0.22% active;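 active = compounds that cut the enzyme signal by at least half of the control window in the single-dose screen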;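 note: plate controls were DMSO wells with enzyme plus substrate for no effect and substrate without enzyme for full effect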
Target sequence (P24666 whole entry, looked up): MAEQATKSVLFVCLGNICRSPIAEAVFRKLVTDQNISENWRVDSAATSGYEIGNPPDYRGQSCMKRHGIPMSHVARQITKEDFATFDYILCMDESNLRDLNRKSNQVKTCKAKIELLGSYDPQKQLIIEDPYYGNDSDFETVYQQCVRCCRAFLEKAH
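Test system: LMPTP-A phosphatase enzyme. Amount: LMPTP-A at 0.625 nM final in the reaction. Reagent: OMFP substrate, 400 µM final. Times: 50 min at room temperature. Signal: endpoint fluorescence intensity from OMFP dephosphorylation. Read-out basis: % inhibition. Benchmarks: no-enzyme and uninhibited controls.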
STEP block: inhibitors of human striatal-enriched phosphatase STEP. recombinant STEP, OMFP fluorogenic substrate, fluorescence. inhibition, % at 20 µM. P54829. 360,000 tested, 0.25% active. AID 588621;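 active = inhibition at 20 µM, scaled per plate between control wells, above about 37%, limit read from the data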;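 note: 0% = DMSO with enzyme and substrate and 100% = substrate only without enzyme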
Target sequence (P54829 whole entry, looked up): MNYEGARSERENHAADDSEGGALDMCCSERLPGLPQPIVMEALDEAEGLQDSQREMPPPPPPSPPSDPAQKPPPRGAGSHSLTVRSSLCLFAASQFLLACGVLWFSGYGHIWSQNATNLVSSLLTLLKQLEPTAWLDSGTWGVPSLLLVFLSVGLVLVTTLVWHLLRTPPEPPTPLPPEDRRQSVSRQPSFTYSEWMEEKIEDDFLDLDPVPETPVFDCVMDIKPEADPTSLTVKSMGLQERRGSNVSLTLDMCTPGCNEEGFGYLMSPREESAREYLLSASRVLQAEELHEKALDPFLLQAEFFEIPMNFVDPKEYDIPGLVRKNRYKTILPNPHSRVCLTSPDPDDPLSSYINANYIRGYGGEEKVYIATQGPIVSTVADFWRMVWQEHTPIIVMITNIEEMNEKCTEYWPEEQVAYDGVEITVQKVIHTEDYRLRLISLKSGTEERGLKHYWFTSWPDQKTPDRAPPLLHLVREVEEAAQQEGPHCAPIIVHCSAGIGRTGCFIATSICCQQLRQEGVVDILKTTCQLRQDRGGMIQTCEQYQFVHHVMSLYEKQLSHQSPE
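Also added – OMFP at 25 µM · Test system – STEP tyrosine phosphatase · Technique – FITC-channel fluorescence of OMFP product · Schedule – 20 min at room temperature, dark · Evaluation – control-normalized % inhibition with plate pattern correction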
Active calls of the source: *; i = inactive; . = no result given; + = active, no number.

SMILES | SUMO1 PPI mod | SKN-1 inh | Scp1 inh | CendR NRP1 mod | DNMT1 inh | TbMetRS inhib | Neddyl block | NadD inh | LMPTP block | STEP block
c1c[nH]c(CN2CCN(Cc3ncc[nH]3)CC2)n1 | -157.5 | -2.5 | 2.2 | -11.0 | -0.5 | -0.3 | i | -5.2 | -6.0 | -1.5
Cc1nc(SCc2c(F)cccc2Cl)n[nH]1 | 2.2 | 1.6 | -1.5 | -0.1 | 2.7 | -0.3 | i | -0.3 | -0.7 | -2.7
CCC1=Nc2cc(C(=O)NCCCOC(C)C)ccc2Sc2ccccc21 | -8.2 | 7.8 | 62.8* | 5.1 | -7.3 | 1.0 | i | 3.4 | -0.9 | 0.7
CCOC(=O)c1c(C)[nH]c(C(=O)CSc2nnc(Nc3ccccc3F)s2)c1C | 4.7 | 4.2 | -7.8 | -12.6 | 46.2 | -0.3 | i | 7.8 | 1.6 | 0.4
N/C(=N\c1nc2ccccc2o1)NC(=O)c1ccccc1 | -1.7 | 22.4 | 6.3 | -14.2 | 6.0 | -0.3 | i | -6.4 | 2.2 | 0.7
O=C(Cn1cc(Cl)ccc1=O)c1ccc(Cl)cc1 | -3.4 | 1.5 | -0.8 | -5.5 | 4.7 | -1.2 | i | -2.0 | 0.0 | -3.1
CNC(=O)CCCCC(=O)N/N=C/c1ccc(Cl)cc1Cl | -5.4 | -12.4 | 2.5 | -4.0 | 1.0 | -0.4 | i | -2.1 | 0.5 | -1.4
CCCn1c(=O)c(C(=O)Nc2cccc(C)n2)c(O)c2ccccc21 | -4.9 | -0.4 | 0.1 | 1.8 | -4.3 | -1.0 | i | 2.2 | -1.6 | -3.0
O=C(CSc1nnc(-c2ccccc2)c(-c2ccccc2)n1)Nc1ncc(Cl)cc1Cl | -0.7 | 2.8 | 4.0 | 6.4 | -2.3 | -0.6 | i | 1.2 | -1.0 | -1.4
C=CCC1S/C(=N/N=C/c2cccs2)NC1=O (stereo not drawn) | -5.2 | 8.2 | -10.2 | 10.0 | 2.8 | -0.3 | i | -4.5 | -1.2 | -1.5
O=C(CC(=O)N/N=C\c1ccc(F)cc1)NCCc1ccccc1 | -2.1 | -3.8 | -5.3 | 18.5 | -3.0 | -0.6 | i | -1.0 | -0.6 | 6.3
Cc1nn(S(=O)(=O)c2ccccc2)c(C)c1Sc1ccc([N+](=O)[O-])cc1 | -12.3 | 10.9 | -5.5 | -6.3 | -1.5 | 0.5 | i | -3.2 | -5.1 | 5.4
COc1ccc(/C=C/C(=O)Nc2ccc(S(=O)(=O)Nc3onc(C)c3C)cc2)cc1OC | -6.6 | -2.9 | -4.2 | -9.0 | 0.6 | -0.3 | i | -7.0 | -0.4 | 0.3
O=C(N/N=C/c1ccco1)c1cccc(S(=O)(=O)Nc2ccccc2Cl)c1 | 25.7 | 2.1 | 34.5 | 1.6 | 55.8* | -0.3 | i | 0.8 | 5.5 | 2.4
O=C(O)CNC(=O)C1(NC(=O)OCc2ccccc2)CCCC1 | 1.3 | -2.1 | 0.0 | -5.2 | -0.7 | -0.3 | i | 0.5 | -1.2 | -5.3
O=C(O)CNS(=O)(=O)c1ccc2c(c1)CCCC2 | 0.0 | 6.6 | 2.6 | 1.2 | 2.4 | 2.9 | i | 0.7 | -1.6 | -0.6
Cc1ccc(C(=O)Nn2c(N)c(S(=O)(=O)c3ccc(C)cc3)c3nc4ccccc4nc32)cc1 | -4.6 | 0.9 | 7.3 | 0.1 | -11.7 | -0.7 | . | 30.4* | 3.1 | -0.8
COc1cc(C=O)ccc1OCCCOc1ccccc1[N+](=O)[O-] | -7.1 | 7.2 | -10.1 | -2.2 | -2.5 | -0.3 | i | -1.4 | -0.2 | -0.9
COc1ccc(C(OC(=O)c2ccco2)C(=O)NC2CCCCC2)cc1OC (stereo not drawn) | 6.4 | 10.1 | 1.9 | 12.5 | 0.0 | -0.5 | i | 2.3 | -0.2 | 0.9
Cc1cc(C)nc(NC(=O)c2cccs2)c1 | -1.2 | 9.9 | -3.5 | -6.0 | 0.9 | -1.0 | i | 5.6 | -0.5 | -0.7

The closing three entries of the section before open the next one.
SMILES | SUMO1 PPI mod | SKN-1 inh | Scp1 inh | CendR NRP1 mod | DNMT1 inh | TbMetRS inhib | Neddyl block | NadD inh | LMPTP block | STEP block
COc1cc(C=O)ccc1OCCCOc1ccccc1[N+](=O)[O-] | -7.1 | 7.2 | -10.1 | -2.2 | -2.5 | -0.3 | i | -1.4 | -0.2 | -0.9
COc1ccc(C(OC(=O)c2ccco2)C(=O)NC2CCCCC2)cc1OC (stereo not drawn) | 6.4 | 10.1 | 1.9 | 12.5 | 0.0 | -0.5 | i | 2.3 | -0.2 | 0.9
Cc1cc(C)nc(NC(=O)c2cccs2)c1 | -1.2 | 9.9 | -3.5 | -6.0 | 0.9 | -1.0 | i | 5.6 | -0.5 | -0.7
COc1ccccc1CNC(=O)N1CCN(c2ccccc2)CC1 | 4.3 | -4.5 | -0.8 | 6.4 | 1.4 | -0.2 | i | -5.2 | 0.0 | -0.3
O=C(CS(=O)(=O)Cc1ccccc1)N1CCc2ccccc21 | -2.4 | -23.3 | -4.8 | 3.5 | -1.8 | -0.2 | i | -4.1 | -0.4 | 1.0
COc1ccccc1NC(=S)N/N=C/c1cccc(C)c1 | 2.4 | 9.8 | 0.0 | -9.9 | -2.6 | -0.2 | i | -3.5 | 0.9 | -1.0
O=C(CCc1ccccc1)Nc1cccc([N+](=O)[O-])c1 | -22.0 | -19.4 | -3.7 | 2.2 | -0.8 | 0.1 | i | -2.0 | 0.8 | -0.8
CSCC(C)N1CCC(CO)(CCCc2ccccc2)CC1 (stereo not drawn) | 0.9 | 0.4 | 0.7 | 18.7 | -2.6 | -1.3 | i | -0.9 | -0.3 | -0.9
CCCc1nnc(SCC(=O)N2CCCCC2C)n1CC1CCCO1 (stereo not drawn) | 4.4 | -1.7 | -5.0 | 1.3 | 0.5 | -0.8 | i | 5.7 | -2.1 | 1.3
Cc1cnc(C)c(Nc2nc(C(N)Cc3ccc(F)cc3)cs2)n1 (stereo not drawn) | -9.3 | 12.5 | . | -3.4 | -6.4 | -0.4 | i | 0.8 | -0.4 | 0.4
CC(=O)Nc1cc(-c2ccc(C(=O)NC3CC3)cc2)cn2c(-c3cccc(C(C)=O)c3)cnc12 | -12.0 | 6.1 | . | -24.3 | -6.8 | 0.0 | i | -6.2 | -4.8 | 2.9
O=C(COc1cc(Cl)ccc1Cl)Nc1ccc2c(c1)CCC2 | -2.4 | 6.4 | -3.7 | 0.4 | 9.1 | -0.3 | i | 0.6 | -1.7 | -3.0
CN1CC=C2C(C#N)=C(N)C(C#N)(C#N)C(c3ccsc3)C2C1 (stereo not drawn) | -1.5 | 18.7 | -14.5 | 63.4 | -5.5 | -0.8 | . | 3.7 | 0.0 | -6.2
COc1ccc2c(c1)C(C)(CCN)C(=O)N2C (stereo not drawn) | 3.3 | -3.8 | 6.4 | 11.0 | -0.6 | -0.2 | i | -2.4 | -2.1 | -0.4
CCOC(=O)C1(Cc2ccccc2)CCN(Cc2cccc3nccnc23)CC1 | -7.4 | 2.4 | -3.7 | -0.7 | 1.6 | -0.7 | i | -6.0 | -0.7 | -1.7
CC1SC(c2ccc(F)cc2)N(CCc2ccccc2)C1=O (stereo not drawn) | 3.2 | 7.8 | -5.7 | -10.5 | 0.4 | -1.1 | i | -3.9 | -0.3 | -2.0
O=C(NCc1ccc(F)cc1)C1CCCN(C(=O)NCc2ccccc2)C1 (stereo not drawn) | 2.6 | 12.8 | -2.3 | 5.5 | 1.1 | 0.0 | i | -2.0 | -2.5 | -0.3
CNC(=O)CCCc1nc(-c2ccccc2Cl)no1 | -6.1 | -10.1 | 0.5 | 1.0 | 1.6 | -0.6 | i | -7.1 | -0.7 | -2.1
CC(/C=C/c1cccc([N+](=O)[O-])c1)=N/NC(=O)c1cccnc1 | -25.1 | -1.4 | -10.4 | -2.1 | 1.6 | -0.3 | i | 3.8 | 0.1 | -0.8
CC(OC(=O)c1oc2ccccc2c1COc1ccccc1)C(N)=O (stereo not drawn) | 2.6 | 11.2 | -6.0 | 22.9 | -1.6 | 0.3 | i | -2.9 | 1.0 | 1.9
CC(=O)OC(Cn1ccnc1)c1ccccc1 (stereo not drawn) | -2.3 | 10.2 | -4.5 | -2.2 | -5.3 | -2.0 | i | -4.5 | 0.9 | 2.3
COc1ccc(NC(=O)c2cc(S(=O)(=O)N(Cc3ccccc3)c3ccccc3)ccc2Cl)cn1 | -0.8 | 14.6 | -1.0 | -10.0 | -31.8 | 0.2 | i | 1.6 | 5.2 | 1.6
CN1CCC(N(C)C(=O)Cc2ccccc2[N+](=O)[O-])CC1 | -2.0 | 10.4 | 12.3 | 7.2 | -1.1 | -0.1 | i | -4.7 | 2.3 | -1.8
CCOC(=O)N1CCN(C(=O)C[C@@H]2C[C@@]3(C(=O)OC)CCCCC=C3N(Cc3ccccc3)C2=O)CC1 | 6.1 | 0.8 | . | 9.3 | . | -0.2 | i | 1.7 | -2.1 | .
Nc1ncnc2oc(-c3ccco3)c(-c3ccco3)c12 | 31.2 | 7.3 | 65.9* | -20.3 | 93.3* | 0.0 | + | 53.8* | 61.2* | 29.7
CCCNCC(O)COc1ccccc1C(=O)CCc1ccccc1 (stereo not drawn) | 3.5 | -4.4 | -9.0 | -4.2 | 1.4 | -0.9 | i | -1.2 | -1.3 | -2.1
COc1ccc(NC(=O)CSc2n[nH]c(N)n2)cc1OC | -2.5 | 8.9 | 2.0 | 14.0 | -3.4 | 0.2 | i | 3.7 | -0.4 | -1.1
CCOc1ccc(CCNC(=O)CCc2nnc3ccc(N4CCOCC4)nn23)cc1 | -2.9 | 0.1 | 26.0 | -2.9 | 2.6 | 0.2 | i | -5.8 | -1.4 | -2.5
Cc1ccc(S(=O)(=O)N(C)C)cc1NC(=S)NCCc1ccccn1 | -1.8 | 2.3 | -0.8 | 2.0 | -0.1 | -0.7 | i | -8.3 | -1.1 | 0.3
CCOc1ccc(/C=C2/C(=O)N(c3ccc(OC)cc3)C(=S)N2CC(=O)OC)cc1OCC | -3.4 | 8.1 | -22.5 | -182.1 | -1.7 | -0.4 | i | 0.2 | 1.8 | 1.6
Cc1ccc(NCCC(=O)c2ccc(Cl)cc2)cc1 | -1.1 | 5.0 | -7.7 | 12.2 | 10.6 | -0.8 | i | 3.2 | 0.5 | -1.1
CCCCCCCN1C=CC(=O)CC1 | 2.9 | 3.3 | -2.3 | 22.8 | 0.1 | 0.0 | i | 0.6 | 0.4 | 4.6

From PubChem BioAssay

Rows were taken by chance; about 4.6% have a hit in one of these screens.
